Salmonella PhoP GFP = Inhibition of PhoP regulon, Salmonella typhi GFP reporter cells, confirmation, 4 h (AID 1850). one-dose inhibition, % at 50 µM; IC50 in µM for titrated hits. 310,000 compounds, 0.33% hits. Salmonella Typhi PhoP-promoter GFP reporter, fluorescence, 4 h; higher % means a stronger effect; in the data active = a potency from the dose series; inconclusive = inhibition mostly from about 25% at the one dose, without a potency; inactive = the rest, 99 in 100 with inhibition below about 19%;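 note: 0% = induced wells with vehicle and 100% = uninduced wells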
M. tuberculosis HTS = M. tuberculosis growth inhibition, HTS (AID 449762). inhibition, % at 25 µM; hits with a dose series show IC50 in µM. 330,000 compounds, 0.59% hits. M. tuberculosis H37Rv growth inhibition, 7H9 media; higher % means a stronger effect; in the data active = a potency from the dose series; inconclusive = inhibition above about 70% without an active follow-up result;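 note: bacterial growth assessed after seven days of incubation; strong numbers were not always called active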
inhibitors of VEEV = inhibitors of VEEV TC-83 cytopathic effect, confirmation, Vero cells (AID 588727) | 350,000 compounds, 0.13% hits | Vero cells, VEEV TC-83 cytopathic effect inhibition; higher % means a stronger effect | inhibition, % at 20 µM, or IC50 in µM where a hit was titrated; in the data active = a potency from the dose series; inconclusive = inhibition mostly from about 14% at the one dose, without a potency; inactive = the rest, 99 in 100 with inhibition below about 12%; note: strong numbers were not always called active
M. tuberculosis = growth inhibition of non-replicating M. tuberculosis (AID 488890). Mycobacterium tuberculosis non-replicating, growth inhibition; higher % means a stronger effect. inhibition, % at 25 µM; hits with a dose series show IC50 in µM. 320,000 compounds, 0.39% hits; in the data active = a potency from the dose series; inconclusive = inhibition mostly from about 82% at the one dose, without a potency; inactive = the rest, 99 in 100 with inhibition below about 76%;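 note: plate controls were DMSO cells for no effect and high antibiotic wells for full effect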
H1N1 NS1A inhibition = H1N1 influenza NS1A inhibitors, functional cell based assay (AID 504329); NS1A functional cell-based assay, percent inhibition; higher % means a stronger effect; inhibition, % at 12.5 µM, or IC50 in µM where a hit was titrated; 340,000 compounds, 0.3% hits; in the data active = a potency from the dose series; inconclusive = inhibition above about 27% without an active follow-up result; note: strong numbers were not always called active
inhibitors of VEEV 10K pilot screen = recorded beside inhibitors of VEEV, whose call it bears; inhibition, %; measured here: 10K pilot screen inhibition
* = called active by the depositor; i = inactive; ? = inconclusive; · = not tested or not shown; & = joins results of further samples.

Preview:
SMILES | Salmonella PhoP GFP | M. tuberculosis HTS | inhibitors of VEEV | M. tuberculosis | H1N1 NS1A inhibition | others
O=C(c1cccnc1)C1CCCN(Cc2nc(Cc3ccccc3F)no2)C1 (stereo unspecified) | 2% | 0% | 0.3% | 17% | -5% | inhibitors of VEEV 10K pilot screen=0.2
O=C(Nc1ncccn1)C1=C(O)c2ccccc2S(=O)(=O)N1Cc1ccccc1 | 2% | 16% | 1.6% | 13% | -9%
CC1=NN(Cc2ccccc2)C(=O)C1C(c1ccc(Cl)cc1)C(C#N)C#N (stereo unspecified) | 3% | -8% | 1.3% | 5% | 9%
CCOC(=O)N1CCN(S(=O)(=O)N2CCCC(C(=O)NCc3ccc(F)cc3)C2)CC1 (stereo unspecified) | -6% | -3% | 2.6% | 2% | 2%
Cc1ccc(S(=O)(=O)NCC(=O)N(CC(=O)NC2CCCC2)CC2CCCO2)cc1 (stereo unspecified) | -16% | 1% | i | -1% | 15%

All compounds of this part (from the top)
SMILES | Salmonella PhoP GFP | M. tuberculosis HTS | inhibitors of VEEV | M. tuberculosis | H1N1 NS1A inhibition | others
O=C(c1cccnc1)C1CCCN(Cc2nc(Cc3ccccc3F)no2)C1 (stereo unspecified) | 2% | 0% | 0.3% | 17% | -5% | inhibitors of VEEV 10K pilot screen=0.2
O=C(Nc1ncccn1)C1=C(O)c2ccccc2S(=O)(=O)N1Cc1ccccc1 | 2% | 16% | 1.6% | 13% | -9%
CC1=NN(Cc2ccccc2)C(=O)C1C(c1ccc(Cl)cc1)C(C#N)C#N (stereo unspecified) | 3% | -8% | 1.3% | 5% | 9%
CCOC(=O)N1CCN(S(=O)(=O)N2CCCC(C(=O)NCc3ccc(F)cc3)C2)CC1 (stereo unspecified) | -6% | -3% | 2.6% | 2% | 2%
Cc1ccc(S(=O)(=O)NCC(=O)N(CC(=O)NC2CCCC2)CC2CCCO2)cc1 (stereo unspecified) | -16% | 1% | i | -1% | 15%
Cc1cc2oc(=O)cc(CN3CCCCC3C)c2cc1Cl (stereo unspecified) | -21% | -5% | 2.6% | 15% | -13%
O=C(Nc1ccc(Nc2ccccc2)cc1)c1ccc(F)cc1 | 4% | 1% | 3.7% | 27% | -13%
CCCN(CCC)S(=O)(=O)c1ccc(C(=O)Nc2cc3oc4ccccc4c3cc2OC)cc1 | -5% | 3% | 1.7% | 26% | -5%
CCC(C)(CN(C)C)OC(=O)c1ccccc1 (stereo unspecified) | 10% | 4% | 0.8% | 3% | -11%
COc1ccc(-c2nnc(CSc3nc4ccccc4c(=O)n3CC3CCCO3)o2)cc1OC (stereo unspecified) | 15% | -7% | 2.5% | -15% | -8%
Nc1nc(-c2ccccc2)c(N=Nc2cccc3ccccc23)s1 | 5% | 20% | 4.7% | 43% | 10µM*
COCC(C)OC(=O)C(C#N)c1nc2ccccc2nc1N1CCN(Cc2ccccc2)CC1 (stereo unspecified) | 2% | 53% | 4.4% | 13% | -1%
Cn1c(CS(=O)Cc2c(Cl)cccc2Cl)nnc1SCc1ccc(Cl)cc1 (stereo unspecified) | 0% | 7% | i | 22% | 4%
CCc1ccccc1NC(=O)c1cccc(Oc2ccc([N+](=O)[O-])cc2Cl)c1 | -6% | 4% | 1.0% | 49% | -5%
CCOC(=O)C1(Cc2ccccc2C)CCCN(C(=O)CN2C(=O)CSC2=O)C1 (stereo unspecified) | 0% | -11% | 1.2% | 9% | 5%
O=C1NC(=S)/C(=C\c2ccc(-c3ccccc3Cl)o2)S1 | -10% | ? | i | 77% | 7%
COCc1ccc(CN2CCCC(C(=O)c3sccc3C)C2)o1 (stereo unspecified) | -4% | -6% | i | -3% | -3%
Cc1ccc(CNC(=O)CSc2nc3n[nH]c(C)c3c(=N)n2-c2cccc(C)c2)cc1 | -5% | -1% | i | -1% | 6%
COC(=O)C1=C(C(=O)OC)[C@@H]2N(Cc3ccccc3)c3ccccc3[C@@]23C[C@@H](C(=O)OC)N(C(=O)c2cccs2)C3=N1 | 5% | -1% | i | 22% | 5%
COc1cc(/C=N/O)cc(Br)c1OS(=O)(=O)c1ccc(C)cc1 | 6% | -7% | 1.8% | 25% | 5%
Cc1ccc2[nH]c(C(=O)N3CCCCC3)cc2c1 | -1% | 1% | i | 23% | 1%
CCC(C)NC(=O)CSc1nc2ccc(N3CCOCC3)cc2c(=O)n1CCc1ccccc1 (stereo unspecified) | -1% | 10% | · | 1% | ·
CC(=O)c1ccc(NC(=O)CCc2nnc3ccc(N4CCC5(CC4)OCCO5)nn23)cc1 | 1% | 3% | 1.5% | -10% | 1%
O=C(NCC1CCCO1)/C(=C\c1ccccc1)NC(=O)c1ccccc1 (stereo unspecified) | 10% | -1% | 0.6% | -2% | -4%
COc1cc(OC)cc(C(=O)Nc2nnc(NC(=S)Nc3ccccc3)s2)c1 | -4% | 1% | 11% | 39% | -9%
(cont.)
SMILES | Salmonella PhoP GFP | M. tuberculosis HTS | inhibitors of VEEV | M. tuberculosis | H1N1 NS1A inhibition | others
CC(C)C[C@H]1CN([C@@H](CC(C)C)CN2CCCC2CN2C(=S)NC[C@@H]2Cc2ccc(O)cc2)C(=S)N1CCc1ccccc1 (stereo partly specified) | · | · | i | · | -3%
CCc1nnc(NC(=O)c2sc3nc(C)cc(COC)c3c2N)s1 | 0% | 3% | 2.3% | -18% | -5%
COc1ccc(NC(=O)CSC2CCCCC2)cc1 | -1% | 35µM* | i | ? | -9%
O=C(Nc1ccc(C(=O)N2CCCC2)cc1)c1ccccc1[N+](=O)[O-] | 9% | -12% | i | -21% | -13%
COc1ccc(-c2cc(-c3ccccc3)c(C#N)c(SCC(=O)Nc3ncc(C)s3)n2)cc1 | -1% | 12% | 2.3% | 19% | -5%
O=C(CCC1N=C2c3ccccc3N=C(SCC(=O)NCc3ccco3)N2C1=O)NCc1ccco1 (stereo unspecified) | 6% | -1% | i | -4% | 8%
Cc1ccc(C(=O)N2CC(=O)Nc3ccc(F)cc3C2c2ccc(F)cc2)cc1[N+](=O)[O-] (stereo unspecified) | 1% | 2% | 10% | 44% | 7%
O=C(CCCn1nnc2ccccc2c1=O)N[C@H](C(=O)O)c1ccccc1 | 1% | 2% | i | 7% | 1%
COc1cc(Br)cc(CNc2ccc(F)c([N+](=O)[O-])c2)c1O | 0% | -1% | i | -4% | -10%
COC(=O)c1ccc(NC(=O)CN2C(=O)C3C4C=CC(C4)C3C2=O)cc1 (stereo unspecified) | 0% | -4% | i | -14% | 19%
CC(C)(C)CC(C)(C)Nc1c(-c2ccc(O)cc2)nc2cnccn12 | -8% | -1% | i | 13% | 19%
COc1ccc(CNC(=O)Cc2cccs2)cc1OC | -12% | -3% | 0.2% | 5% | -7%
CCOc1ccc(/C=N/OCC(=O)NCc2ccco2)cc1 | -9% | 5% | 0.6% | 52% | 1%
COc1ccc(-n2nc(C(=O)NCC(=O)N3CCCCCC3)c3ccccc3c2=O)c(OC)c1 | 2% | 2% | 3.3% | 2% | 2%
NC(=O)N=Nc1c2[nH]c3ccccc3nc-2c2ccccc12 | 1% | 4.4µM* | i | 9.1µM* | ·
CCCCNC(=O)CCSc1ccc(C)cc1 | -2% | 4% | 1.6% | 78% | -3%
CC(C)c1ccccc1OCC(=O)N1CCCN(C)CC1 | -1% | 8% | 0.7% | 11% | -9%
COc1ccc(/C=N/NC(=O)CCn2cnc(-c3ccccc3)c2-c2ccccc2)cc1OC | 2% | -5% | 11% | 28% | -7%
Cc1ccc(S(=O)(=O)N2CCN(C(=O)c3cccc(-n4cccc4)c3)CC2)cc1 | 5% | 2% | 5.1% | 6% | 6%
Cc1cc(C)nc(SCC(=O)Nc2ncc(C(F)(F)F)cc2Cl)n1 | -1% | -4% | 0.8% | ? | -1%
COc1ccc([C@@H]2CC=C(C(=O)O)[C@H](c3ccc(Cl)cc3)N2S(=O)(=O)c2ccc(Cl)cc2)cc1 | 6% | 1% | 0.6% | 18% | -6%
CCn1c(C)nc2cc(S(=O)(=O)C(F)(F)F)ccc21 | 1% | 3% | 0.5% | -9% | -6% | inhibitors of VEEV 10K pilot screen=2.1
CCCN(CCC)c1ncnc2c1cnn2-c1ccc(OC)cc1 | -6% | ? | 6.3% | 74% | -1%
CCCCNc1nc2c(S(=O)(=O)c3ccccc3)nnn2c2ccccc12 | -6% | 0% | i | -14% | 1% | inhibitors of VEEV 10K pilot screen=0.3
CCOC(=O)Cc1csc(NC(=O)CSc2ncnc3c2cnn3-c2ccc(OC)cc2)n1 | -11%&-5% | 3% | 3.5% | 76% | 5% | inhibitors of VEEV 10K pilot screen=1.2
Next section.
SMILES | Salmonella PhoP GFP | M. tuberculosis HTS | inhibitors of VEEV | M. tuberculosis | H1N1 NS1A inhibition | others
CCCCOc1ccc(C(C)NC(=O)CCS(=O)(=O)Cc2ccc(C)cc2)cc1 (stereo unspecified) | -11% | 7% | i | 7% | -4%
O=C(CSc1nnc(-c2ccccc2)o1)NC1CCCCC1 | -4% | -4% | 2.1% | · | 1%
Cc1ccccc1Cn1c(=O)c2c(nc3n2CCN3Cc2ccco2)n(C)c1=O | · | · | 0.6% | · | 14%
O=[N+]([O-])c1cc(C(F)(F)F)ccc1N1CCC(O)CC1 | -2% | -3% | 0.8% | -6% | 8%
Cc1ccc(S(=O)(=O)N2CCCCC2)cc1C(=O)N1CCCC1 | -6% | -10% | 1.1% | -1% | -2%
COc1ccc(S(=O)(=O)NCC(c2cccnc2)N2CCN(Cc3ccccc3)CC2)cc1C (stereo unspecified) | 0% | -2% | 1.6% | 26% | -5%
CCCCCCCCCCCC(=O)NC(C(=O)O)C(O)c1ccccc1 (stereo unspecified) | 22% | -11% | i | -3% | 1%
Cc1cccc(N2CCN(CC(=O)NCC3CCCCC3)CC2)c1C | -9% | 0% | i | 20% | 1%
CCOC(=O)C1CCCN(C(=O)c2ccc(CS(=O)(=O)c3ccc(Br)cc3)o2)C1 (stereo unspecified) | -1% | -6% | i | · | -4%
CCCC(=O)N(Cc1cc2cccc(C)c2[nH]c1=O)c1ccccc1OC | 11% | -11% | 0.6% | 17% | 0%
COc1cc(C(=O)Oc2ccc(Br)cc2C(=S)N2CCOCC2)cc(OC)c1OC | 3% | -6% | 1.8% | -4% | 1%
CC(C)C(=O)Nc1ccc(C(=O)Nc2ccc(Br)cc2F)cc1 | -5% | 25% | 0.6% | 0% | -16%
Cc1ccc(C)c(OCCC(=O)OCC(=O)c2c(N)n(C)c(=O)n(C)c2=O)c1 | -6% | -6% | 6.7% | 36% | -1%
CC(NC(=O)Nc1ccccc1O)(C(F)(F)F)C(F)(F)F | 5% | 60% | 4.9% | 74% | 7%
Cc1ccc(CNC(=O)CN2C(=O)NC3(CC(C)CC(C)(C)C3)C2=O)cc1 (stereo unspecified) | · | 3% | 0.7% | 7% | -4%
CCOC(=O)/C(=C/c1ccc(OC(=O)c2ccncc2)cc1)C(C)=O | -12% | 5% | 2.0% | 5% | 0%
COc1cc(CNC(=O)CCCC/C=C/C(C)C)ccc1O | 0% | 1% | 1.0% | 2% | 0%
OCCC1CN(CCCc2ccccc2)CCN1Cc1ccc(F)cc1 (stereo unspecified) | -8% | 5% | i | 2% | -33%
COC(=O)c1ccc(CSc2nnc(C)s2)cc1 | -1% | 6% | 1.8% | 42% | -9%
CC(C)CCSc1nc2c(c(=O)[nH]c(=O)n2C)n1CCCc1ccccc1 | 0% | 0% | 4.5% | 16% | 2%
COC(=O)C1=C(C)N(c2ccc(Br)cc2)C(=O)/C1=C\c1ccco1 | -3% | -9% | i | -5% | 4% | inhibitors of VEEV 10K pilot screen=1.5
O=C(Cc1n[nH]c(=O)c2ccccc12)OCC(=O)c1ccc(F)c(F)c1 | -2% | 5% | 4.3% | -4% | 7%
Cc1cc2nc(C(F)(F)F)cc(-c3cccs3)n2n1 | 0% | -2% | 1.7% | -4% | 7%
Cn1c(=S)ccc2ccccc21 | 10% | -6% | 1.7% | -8% | -1%
CSc1ccccc1NC(=O)c1cc(Cl)sc1Cl | 3% | 12% | 0.2% | 28% | -33%
COC(=O)CSc1nnc(SCc2ccc(OC)cc2)s1 | 2% | 50% | 0.0% | ? | -3%
C=CCn1c(SC(C)C(=O)NCCC2=CCCCC2)nc2ccccc2c1=O (stereo unspecified) | -8% | -7% | 7.1% | 12% | 8%
CCOC(=O)C1=C(N)Oc2cc(O)ccc2C1c1cccnc1 (stereo unspecified) | 8% | -2% | 2.0% | 5% | -4%

High-throughput results (PubChem)

Compounds as they come; about 1.5% have a hit in one of these screens.
